Compound activity deposited in PubChem BioAssay by The Scripps Research Institute Molecular Screening Center.
TDP2 inh: TDP2 (human) inhibition, absorbance primary screen; O95551; recombinant TDP2, T5PNP hydrolysis, p-nitrophenol absorbance 415 nm; inhibition, % at 12.8 µM; 0.34% of 370,000 active; AID 720702;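 active = inhibition above the mean of all tested compounds plus 3 SD, set per campaign, cut at about 25% in these data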;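 note: 0% = DMSO with enzyme and 100% = buffer with substrate but no TDP2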
Target sequence (O95551 whole entry, looked up): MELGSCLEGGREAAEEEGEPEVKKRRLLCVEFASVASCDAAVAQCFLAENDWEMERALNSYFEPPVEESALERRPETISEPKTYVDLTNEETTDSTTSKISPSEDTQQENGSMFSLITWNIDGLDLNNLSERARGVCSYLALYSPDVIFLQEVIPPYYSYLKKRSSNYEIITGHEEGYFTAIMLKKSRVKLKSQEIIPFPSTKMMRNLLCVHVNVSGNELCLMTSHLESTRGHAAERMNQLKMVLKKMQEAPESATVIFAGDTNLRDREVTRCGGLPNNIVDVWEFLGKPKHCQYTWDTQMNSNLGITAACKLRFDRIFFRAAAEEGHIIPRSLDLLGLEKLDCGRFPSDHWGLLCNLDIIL
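System – recombinant human TDP2 · Quantity – TDP2 enzyme at 120 nM final · Doses – single concentration, 12.8 µM nominal, with 1% DMSO · Incubation – 2 h at 37 °C · Measured by – epi absorbance of p-nitrophenol freed from T5PNP by hydrolysis · Read-out – % inhibition relative to enzyme-containing and enzyme-free wells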
PRMT1 inh: inhibitors of human PRMT1. inhibition, % at 2.79 µM. AID 652257. recombinant PRMT1, activity-based probe fluorescence polarization. Q99873. 1.3% of 370,000 active;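 active = inhibition above about 21% made by adding two undisclosed values, limit read from the data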
MBD2 DNA inh: blocks human MBD2 binding to methylated DNA | Q9UBB5 | TR-FRET, MBD2 binding to methylated oligonucleotide | inhibition, % at 4.4 µM | 0.31% of 370,000 active | AID 686964; in the data active = inhibition above about 13%
Target sequence (Q9UBB5 whole entry, looked up): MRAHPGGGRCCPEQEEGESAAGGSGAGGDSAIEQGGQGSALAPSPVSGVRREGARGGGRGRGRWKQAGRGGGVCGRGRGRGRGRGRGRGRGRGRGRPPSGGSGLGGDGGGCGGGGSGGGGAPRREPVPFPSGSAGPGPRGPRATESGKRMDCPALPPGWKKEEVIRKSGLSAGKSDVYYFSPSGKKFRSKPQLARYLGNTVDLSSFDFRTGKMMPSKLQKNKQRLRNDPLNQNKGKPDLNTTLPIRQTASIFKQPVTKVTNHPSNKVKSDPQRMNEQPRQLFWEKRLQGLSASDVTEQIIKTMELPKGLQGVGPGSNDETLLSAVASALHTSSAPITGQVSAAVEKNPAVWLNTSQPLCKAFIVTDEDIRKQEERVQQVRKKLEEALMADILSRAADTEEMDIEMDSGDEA
KLK7 zymogen act: activates the human kallikrein-7 zymogen. 0.9% of 370,000 active. activation, % at 7 µM. purified proKLK7, EDANS-DABCYL substrate fluorescence; 100% is mature enzyme control, 0% vehicle;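 active = activation above the mean of all tested compounds plus 3 SD, computed per campaign excluding outliers beyond control limits, cut at about 13% in these data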
Target sequence (P49862 whole entry, looked up): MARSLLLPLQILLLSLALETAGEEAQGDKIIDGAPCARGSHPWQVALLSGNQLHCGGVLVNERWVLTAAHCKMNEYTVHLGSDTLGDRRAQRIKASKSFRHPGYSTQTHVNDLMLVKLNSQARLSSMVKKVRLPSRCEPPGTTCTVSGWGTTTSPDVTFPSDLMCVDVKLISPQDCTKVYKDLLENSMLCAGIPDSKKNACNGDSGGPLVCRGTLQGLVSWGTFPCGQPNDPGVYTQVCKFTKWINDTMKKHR
Tn6 DDE FP: disrupts Tn6 cyclic peptide binding to fibrin D-Dimer-E complex | inhibition, % at 8.3 µM | 0.21% of 370,000 active | AID 720509 | Fibrin DD(E) TRITC-Tn6 fluorescence polarization displacement | P02675;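 active = inhibition above a per-campaign cutoff: mean of compounds within control limits plus 3 SD, cut at about 15% in these data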;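 note: 0% = median of all compound wells on the plate and 100% = blocking peptide control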
LEDGF integ inh: blocks HIV-1 LEDGF/p75-dependent DNA integration. TR-FRET IN-LEDGF/p75 DNA integration, Eu/Cy5. inhibition, % at 3.7 µM. 0.64% of 370,000 active. AID 743269;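 active = inhibition above the screen-wide mean plus 3 SD, cut at about 13% in these data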;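 note: signal is the Cy5 over europium emission ratio at 671 and 618 nm; 0% = plate median of compound wells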
Tn7 DDE FP: DD(E)-Tn7 binding inhibition, primary FP screen; P02675; FP displacement of FITC-Tn7 peptide from fibrin DD(E); 0% = median of compound wells per plate; inhibition, % at 8.3 µM; 0.13% of 370,000 active; AID 720508;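 active = inhibition above the mean of compounds falling within the control limits plus 3 SD of them, cut at about 14% in these data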;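 note: 0% = plate median of compound wells and 100% = 10 µM Aha-Tn7 peptide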
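Assay system: Fibrin-DD(E) protein isolated from polymerized human fibrin clots; read-out basis: percent inhibition; medium: Tris/NaCl/CaCl2 buffer, pH 7.8; signal: FP measurement; incubation: 10 min plus 3 h, room temperature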
TCR-CD3 inh: inhibitors of human TCR-CD3 interaction. TAMRA-labeled TCR probe fluorescence, biochemical. inhibition, % at 9.4 µM. 0.37% of 360,000 active; in the data active = inhibition above about 19%;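 note: recombinant mutant TCR 2C K166C tagged with TAMRA read by polarization; 0% = receptor in buffer alone and 100% = receptor with positive control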
SIAE inh: inhibitors of human sialic acid acetylesterase SIAE | SIAE FP-Rh probe binding, fluorescence polarization | inhibition, % at 9.66 µM | 0.69% of 370,000 active | AID 1053197;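 active = inhibition above a cutoff: mean of compounds within the control limits plus 3 SD of those, cut at about 17% in these data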;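 note: 0% = plate median of compound wells and 100% = probe without SIAE protein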
UHRF1 binding: human UHRF1 methylated DNA binding inhibitors | 0.75% of 370,000 active | AID 687016 | Q96T88 | inhibition, % at 4.4 µM | UHRF1 binding to methylated oligo, TR-FRET; in the data active = inhibition above about 21%;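 note: UHRF1 SRA domain binding a hemimethylated CpG hairpin DNA probe; 0% = median of test compound wells and 100% = reference inhibitor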
An asterisk follows results filed as active.

LEDGF integ inh	TCR-CD3 inh	Tn7 DDE FP	Structure	PRMT1 inh	UHRF1 binding	KLK7 zymogen act	Tn6 DDE FP	SIAE inh	MBD2 DNA inh	TDP2 inh
-3	4	0	Cc1c(C(=O)NCc2ccco2)sc(=O)n1Cc1ccc(S(C)(=O)=O)cc1	0	-2	-0.1	3	7	1	3
3	2	0	O=C(Cc1cccs1)NCCc1csc(-c2ccccc2)n1	-1	-3	0.4	-7	-1	4	-10
0	-9	3	O=C(O)COc1ccccc1C=NNC(=O)c1ccc(NS(=O)(=O)c2cccs2)cc1	2	-1	0.1	1	2	3	5
-3	7	1	COc1ccc2nc(Nc3nc4cc5c(cc4s3)OCCO5)sc2c1	-4	-4	17*	-10	21*	-10	-9
-3	2	1	CC(C)c1ccc2c(c1)[C@H]1OCC[C@H]1[C@@H](c1cccs1)N2	0	9	0.6	2	7	2	5
-1	6	-1	CCOc1cc(-c2nc3n(c(=O)c2C#N)CCS3)ccc1O	-3	-1	0.2	7	2	-3	-11
1	5	3	CCC(C(=O)Nc1ncc(C)s1)c1ccccc1 (configuration not stated)	2	-1	0.5	-12	1	2	8
-2	-1	7	CC(C)NC(=O)C1(C)CCN1Cc1ccc(-c2ccccc2)cc1 (configuration not stated)	0	0	0.2	-5	-2	-3	-5
-1	5	-2	COCCCNC(=O)CC(NCCCOC)C(=O)O (configuration not stated)	2	1	-0.1	1	1	3	6
-1	4	-1	CS(=O)(=O)c1ccc(C(=O)Nc2ccc(N3CCCC3)cc2)c(Cl)c1	-4	0	1.1	2	4	0	2
1	1	-1	CC(=O)Nc1sc2c(c1C(c1ccc(Cl)cc1)N1CCOCC1)CCCC2 (configuration not stated)	0	0	1.1	3	-5	0	0
2	3	5	CCc1nnc(NC(=O)CCN2C(=O)/C(=C/c3cc(OC)c(OC)c(OC)c3)SC2=S)s1	-1	-1	0.1	-1	3	3	12
1	4	7	Cc1c(O)ccc(C(=O)CN2CCN(c3ccc(F)cc3)CC2)c1O	-2	-2	-0.3	0	10	3	-3
1	2	3	O=C(CN1C(=O)CSc2ccc(S(=O)(=O)N3CCCCC3)cc21)NCc1ccccc1Cl	-5	0	0.4	-4	8	-2	8
3	-6	4	CC(C)(C)C(=O)NC(=C(Cl)Cl)P(=O)(O)O	3	14	-0.1	0	-1	5	9

For reference, some entries already given:
LEDGF integ inh	TCR-CD3 inh	Tn7 DDE FP	Structure	PRMT1 inh	UHRF1 binding	KLK7 zymogen act	Tn6 DDE FP	SIAE inh	MBD2 DNA inh	TDP2 inh
-3	4	0	Cc1c(C(=O)NCc2ccco2)sc(=O)n1Cc1ccc(S(C)(=O)=O)cc1	0	-2	-0.1	3	7	1	3
3	2	0	O=C(Cc1cccs1)NCCc1csc(-c2ccccc2)n1	-1	-3	0.4	-7	-1	4	-10
0	-9	3	O=C(O)COc1ccccc1C=NNC(=O)c1ccc(NS(=O)(=O)c2cccs2)cc1	2	-1	0.1	1	2	3	5
-3	7	1	COc1ccc2nc(Nc3nc4cc5c(cc4s3)OCCO5)sc2c1	-4	-4	17*	-10	21*	-10	-9

(listing goes on)
LEDGF integ inh	TCR-CD3 inh	Tn7 DDE FP	Structure	PRMT1 inh	UHRF1 binding	KLK7 zymogen act	Tn6 DDE FP	SIAE inh	MBD2 DNA inh	TDP2 inh
4	8	-1	CCC1CCCCN1CCCNC(=O)CN1C(=O)CSc2ccc(S(=O)(=O)N3CCC(C)CC3)cc21 (configuration not stated)	-5	0	0.3	0	0	-5	-7
-2	0	-2	S=c1[nH]nc(-c2ccccn2)n1/N=C/c1cccs1	-1	-1	0.0	6	5	2	-4
2	-2	8	Cc1cccc(C(=O)O/N=C(\N)c2ccccn2)c1	1	2	0.2	-2	3	2	11
5	3	9	O=C(Nc1nnc(-c2cccs2)o1)c1cccc(C(F)(F)F)c1	-2	-2	0.0	2	-2	1	10
1	-7	5	CN(C)c1nc(SCc2ccc(Cl)cc2)nc2c1CCCC2	-1	2	-0.2	3	5	-2	2
-5	-1	3	CN(C)c1ccc(/C=N/N2CCN(c3ccccn3)CC2)cc1	4	0	0.2	-7	-1	1	5
0	-4	-1	CCCN1CCN(C(=O)C2CCN(S(=O)(=O)c3ccc4c(c3)oc(=O)n4C)CC2)CC1	3	1	0.1	4	1	1	9
4	3	-2	CC(=O)O/N=C/c1c(NCc2ccccc2)nc2c(C)cccn2c1=O	-9	-2	-0.4	-3	-6	5	1
-7	-7	-3	C=CCN1CCN(C(=O)c2oc3ccccc3c2C)CC1	7	0	0.2	2	3	1	-2
1	-4	-4	Clc1ccccc1C=NNc1ccccn1	-3	1	0.1	-1	1	-6	-7
5	4	-1	CN(CC(=O)Nc1ccccc1Cl)C1CCCCC1	-3	-1	-0.4	3	6	-7	-6
-6	-1	4	Cc1ccc(SCc2cn3cc(Cl)ccc3n2)cc1	-2	-1	0.2	0	-1	-1	3
2	2	1	Cn1ccc(/C=N/N=C2/NC(=O)CS2)n1	0	37*	-0.5	-1	10	-6	6
1	2	4	O=C(CN(C(=O)c1csnn1)c1ccc(Cl)cc1)NCc1ccc2c(c1)OCO2	-1	-1	-0.5	-5	-10	-4	0
1	4	-10	CC(C)c1ccc(-c2nc(N3CCCC3)nc3n[nH]c(N)c23)cc1	-3	-2	-0.4	-1	3	-3	8
-2	-2	0	CCCOC(=O)c1ccc(Oc2cn[nH]c2-c2ccc(O)cc2O)cc1	2	-4	-0.6	-5	0	2	0
1	4	-7	CC(=O)/C(=N/Nc1ccc([N+](=O)[O-])cc1)N1CCCc2ccccc21	0	0	-0.4	2	15	1	9
2	-1	-4	CCOC(=O)c1cc(CC)sc1NC(=O)CSc1nc2ccccc2c(=O)n1Cc1ccco1	1	2	0.0	-6	1	-9	4
-1	-6	-6	COc1ccc(C(=O)COC(=O)/C=C/c2ccco2)cc1F	11	0	0.3	-8	2	-2	-2
3	1	-12	O=C1c2ccccc2C(=O)N1CCCON1C(=O)c2ccccc2C1=O	-1	-2	-0.2	-2	2	3	-1
2	10	0	Cc1nnc(SCc2ccc3c(c2)OCO3)s1	-4	4	-0.2	-2	6	7	0
-1	9	3	Cc1ccc2c(c1)C(CCN)C(=O)N2Cc1ccccc1 (configuration not stated)	-2	-3	-0.2	3	-1	1	-4
-7	-6	-2	CCN(C(=O)COC(=O)/C=C/c1c(C)nn(-c2ccccc2)c1C)C1CCS(=O)(=O)C1 (configuration not stated)	2	1	0.2	14	-1	-4	-7
-2	-5	6	CCOc1cccc(C(=O)NC(=S)Nc2cccc(NC(=O)c3ccccc3Cl)c2)c1	0	2	0.3	1	-66	6	8
-3	-2	-5	O=C(COC(=O)[C@H](Cc1ccccc1)NC(=O)c1cccs1)NC1CCCCC1	2	10	-0.8	-2	-4	5	-14
-1	-2	-5	Cc1ccc(Cl)cc1N1CCN(Cc2nc3c(c(=O)[nH]c(=O)n3C)n2CCc2ccccc2)CC1	-8	3	0.3	-3	-6	-1	-12
0	4	-4	CCOc1ccc(/C(O)=C2\C(=O)C(=O)N(c3ccc(OC)cc3)C2c2ccccc2[N+](=O)[O-])cc1 (configuration not stated)	1	-1	-0.1	-4	2	3	5
2	3	1	Cc1cccc(C(=O)NC(NC(=S)Nc2ccc(S(N)(=O)=O)cc2)C(Cl)(Cl)Cl)c1 (configuration not stated)	-1	3	-0.7	3	-8	-2	-3
0	79*	25*	O=C1C=C(N2CCOCC2)c2cccc3cccc1c23	102*	-13	27*	31*	47*	-13	0
-4	-2	1	C1=C(c2ccccc2)Nc2ncnn2C1c1ccccc1 (configuration not stated)	5	3	6.7	2	-1	2	-1
0	2	-4	O=C(C1COc2ccccc2O1)N1CCN(c2nc3ccc([N+](=O)[O-])cc3s2)CC1 (configuration not stated)	0	0	0.5	7	-3	-5	0
3	8	-3	COC(CNC(=O)c1ccc(CS(=O)(=O)c2ccc(Br)cc2)o1)OC	1	0	0.1	0	1	-1	-5
1	3	-6	CC1=CC(=O)N(c2ccn(C)n2)C1=O	9	-2	-0.1	1	7	-5	2
0	-2	6	O=C1C=C(NCCc2ccccc2)C2(CCCCC2)O1	2	-1	-0.3	3	-5	3	-2
0	2	-12	COc1ccc(C2c3c(oc4ccccc4c3=O)C(=O)N2CC2CCCO2)cc1 (configuration not stated)	0	1	-0.3	0	-3	-5	-14
-6	12	-3	O=S(=O)(c1ccc(Br)cc1)c1nc(-c2ccccc2)oc1NCCN1CCOCC1	-1	-1	-0.5	5	0	-1	-1
-1	3	5	CC(=O)Nc1cccc(-c2csc(C(O)c3cccc(Cl)c3)n2)c1 (configuration not stated)	0	2	0.1	-9	-5	2	-4
4	19	-3	N#CC1=C(N)Oc2[nH]c(=S)[nH]c(=O)c2C12C(=O)Nc1ccccc12 (configuration not stated)	37*	-2	0.5	-6	-1	-3	11
-1	-11	2	COc1ccccc1NC(=S)N/N=C/c1ccc(O)cc1	0	0	-2.1	-9	19*	0	5
-3	8	2	C=CCn1c(SCC(N)=O)nc(C)cc1=O	-1	2	0.2	2	1	-4	-14
-3	-5	0	COc1cc(OC)cc(C(=O)N[C@H](C(=O)OCC(=O)NC(C)c2ccccc2)C(C)C)c1 (some centres not stated)	-2	-1	-0.4	7	0	-2	-9
3	-1	-1	COc1ccc(C2C(C(=O)c3cccs3)=C(O)C(=O)N2c2cccc(C)n2)cc1OC (configuration not stated)	2	-2	0.7	12	1	-3	3
-1	-5	3	COc1ccc2oc(C(=O)OC(C)C(=O)Nc3ccc(N4CCOCC4)cc3)c(C)c2c1 (configuration not stated)	2	4	-0.3	-4	-6	7	-6
-5	-4	8	NNc1ccc2nnc(C(F)(F)C(F)(F)C(F)(F)F)n2n1	6	-2	0.2	1	-1	4	8
1	-4	5	COc1ccc(CNCC(O)(c2ccccc2)c2ccc(F)cc2)cc1OC (configuration not stated)	-1	-1	-0.1	0	0	-4	4
3	2	-10	C[C@H](O)C#Cc1cnc2c(c1)C(=O)N([C@H](C)CO)C[C@@H](C)[C@@H](CN(C)Cc1ccc(-c3ccccc3)cc1)O2	1	0	1.2	4	-8	-5	-1
-2	3	4	CC(=O)Nc1cccc(NC(=O)NC2CC(=O)N(c3ccc4c(c3)OCCO4)C2)c1 (configuration not stated)	-4	-4	-0.5	2	4	0	0
2	2	-11	CCCCN(C)S(=O)(=O)c1ccc(C(=O)N(CCN(C)C)c2nc3ccc(C)cc3s2)cc1	0	-4	-0.4	-2	-6	-2	3
1	-4	-6	O=C(c1ccccc1)N1N=C(c2ccccc2)CC1c1ccc2nccnc2c1 (configuration not stated)	1	-2	-0.9	1	1	2	-6
-2	8	5	C=CCc1c(C)nc(SCCC)[nH]c1=O	1	-1	0.1	2	-2	5	-6
-5	-7	6	COc1ccc(CNC(=O)Cn2cnc3c(=O)n(C)c(=O)n(C)c32)cc1	-1	8	-0.2	6	8	1	13

Compounds as they come. About 4.6% of those tested had a hit in this group.
